Lipid storage S3 – qHTS Assay for Lipid Storage Modulators in Drosophila S3 Cells; Drosophila S3 cells, BODIPY lipid droplet fluorescence, 18-24 h; cells fed with added oleic acid; Potency in µM for hits, for the others lipid storage change, negative = inhibition, % at the top dose, mostly 46.1 µM; 320,000 compounds, 0.64% hits; AID 2685, 2010; active means well fitted inhibition curve with a large enough effect in the signal ratio, with a control signal flat, not every such curve was filed as active; inconclusive means small, poorly fitted or top-dose-only effect, or effect the other way, or a change in a side signal; the % refers to the signal ratio
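Drosophila S3 cells loaded with oleic acid (400 uM, as added) and compounds at several concentrations; lipid droplets imaged by 488-nm laser-scanning cytometry, 500–530 nm intensity and object ratio to cell channel. Percent activity normalized to 20 uM Triacsin C.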
Lipid storage S3 cell count max – also measured in Lipid storage S3; calls as there; cell number change, %; measured here: cell count max response;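 cells counted by Cell Tracker Red CMTPX staining in the red channel; peak over a dose series mostly up to 46.1 µM; percent activity relative to internal control wells on each plate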
An asterisk follows results filed as active; i = inactive; ? = inconclusive; . = not tested or not shown; [ ] = dose if it differs, or a comment. On the % scale 0 is the no-effect control and ±100 the full control effect; potency means the concentration at half of the fitted maximal effect. An excerpt; count on the stated rates, not on these rows.

CC(=O)Nc1nc2ccc(-c3nc4ccccc4o3)cc2s1
  Lipid storage S3: 1%	Lipid storage S3 cell count max: -3

CCN(CC(=O)Nc1ccccc1OC)C(=O)CN1C(=O)NC(C)(c2ccc(C)cc2)C1=O (stereo not given)
  Lipid storage S3: ?	Lipid storage S3 cell count max: .

Cc1cc(N2C(=O)C(O)=C(C(=O)c3cc4ccccc4o3)C2c2ccc([N+](=O)[O-])cc2)no1 (stereo not given)
  Lipid storage S3: ?	Lipid storage S3 cell count max: .

CCCN(Cc1cc2cc(OC)ccc2[nH]c1=O)C(=O)c1ccco1
  Lipid storage S3: ?	Lipid storage S3 cell count max: .

COc1ccc(CNC(=O)Cn2nc([N+](=O)[O-])cc2C)cc1
  Lipid storage S3: ?	Lipid storage S3 cell count max: .

CCOc1ccc(Oc2ccccc2NC(=O)CSCC(=O)Nc2cc(C)on2)cc1
  Lipid storage S3: ?	Lipid storage S3 cell count max: .

COc1ccc(CCNC(=O)c2cccc(NC3=NC4CS(=O)(=O)CC4S3)c2)c(OC)c1 (stereo not given)
  Lipid storage S3: i	Lipid storage S3 cell count max: 2

CCc1ccc2[nH]c(=O)c(CN(CC3CCCO3)C(=S)NCc3ccco3)cc2c1 (stereo not given)
  Lipid storage S3: ?	Lipid storage S3 cell count max: .

Cc1ccc(-c2nn(-c3cccc(F)c3)cc2CN2CCN(c3ccccn3)CC2)o1
  Lipid storage S3: 1%	Lipid storage S3 cell count max: -16

O=C(CCC1CCCC1)Nc1cccn(Cc2ccccc2Br)c1=O
  Lipid storage S3: ?	Lipid storage S3 cell count max: .

O=C(N/N=C/c1cccc([N+](=O)[O-])c1)c1ccc(CN2CCOCC2)cc1
  Lipid storage S3: 3%	Lipid storage S3 cell count max: 7

COc1ccc(Cl)cc1NC(=O)C(C)N(C)Cc1cccc(Cl)c1Cl (stereo not given)
  Lipid storage S3: 10%	Lipid storage S3 cell count max: -3

CCOc1ccccc1NC(=O)CCS(=O)(=O)c1cccs1
  Lipid storage S3: ?	Lipid storage S3 cell count max: .

COc1ccc(/C=C/C(=O)O)cc1S(=O)(=O)N1CCCCC1
  Lipid storage S3: 3%	Lipid storage S3 cell count max: -4

COc1ccc(-n2c(SCC(=O)NCc3ccco3)nnc2-c2c[nH]c3ccccc23)cc1
  Lipid storage S3: ?	Lipid storage S3 cell count max: .

CC(C)c1ccc(-n2nnnc2SCC(=O)NC2CC2)cc1
  Lipid storage S3: ?	Lipid storage S3 cell count max: .

COC(=O)/C=C1\C(=O)N(c2nc3ccc(OC)cc3s2)C(=S)N1c1ccc(F)cc1
  Lipid storage S3: ?	Lipid storage S3 cell count max: .

COCCN(C(=O)COc1ccc(Cl)cc1)c1nnc(-c2cccnc2)s1
  Lipid storage S3: 14%	Lipid storage S3 cell count max: 8

CCCCOCCCNS(=O)(=O)Cc1ccccc1
  Lipid storage S3: 8%	Lipid storage S3 cell count max: 15

CCOC(=O)c1sc(NC(=O)CSc2nnc(-c3ccc(OC)cc3)n2CCOC)nc1C
  Lipid storage S3: -16%	Lipid storage S3 cell count max: -11

Cc1ccc(S(=O)(=O)N(Cc2ccccc2)C(C)C)cc1
  Lipid storage S3: ?	Lipid storage S3 cell count max: .

O=C(c1ccco1)N1CCN(c2nnc(-c3ccccc3)c3ccccc23)CC1
  Lipid storage S3: ?	Lipid storage S3 cell count max: .

O=C(c1ccc(Cl)c(S(=O)(=O)N2CCOCC2)c1)N1CCN(c2ccccc2F)CC1
  Lipid storage S3: 6%	Lipid storage S3 cell count max: -3

CCN(C(=O)Cc1cccs1)c1nnc(-c2cccnc2)s1
  Lipid storage S3: ?	Lipid storage S3 cell count max: .

CC(=O)N1CCN(Cc2nc3cc([N+](=O)[O-])ccc3n2C)CC1
  Lipid storage S3: 6%	Lipid storage S3 cell count max: 0

22 entries from above, with values under each structure.
Under each structure – Lipid storage S3 | Lipid storage S3 cell count max
CCCN(Cc1cc2cc(OC)ccc2[nH]c1=O)C(=O)c1ccco1
→ ? | .
COc1ccc(CNC(=O)Cn2nc([N+](=O)[O-])cc2C)cc1
→ ? | .
CCOc1ccc(Oc2ccccc2NC(=O)CSCC(=O)Nc2cc(C)on2)cc1
→ ? | .
COc1ccc(CCNC(=O)c2cccc(NC3=NC4CS(=O)(=O)CC4S3)c2)c(OC)c1 (stereo not given)
→ i | 2
CCc1ccc2[nH]c(=O)c(CN(CC3CCCO3)C(=S)NCc3ccco3)cc2c1 (stereo not given)
→ ? | .
Cc1ccc(-c2nn(-c3cccc(F)c3)cc2CN2CCN(c3ccccn3)CC2)o1
→ 1% | -16
O=C(CCC1CCCC1)Nc1cccn(Cc2ccccc2Br)c1=O
→ ? | .
O=C(N/N=C/c1cccc([N+](=O)[O-])c1)c1ccc(CN2CCOCC2)cc1
→ 3% | 7
COc1ccc(Cl)cc1NC(=O)C(C)N(C)Cc1cccc(Cl)c1Cl (stereo not given)
→ 10% | -3
CCOc1ccccc1NC(=O)CCS(=O)(=O)c1cccs1
→ ? | .
COc1ccc(/C=C/C(=O)O)cc1S(=O)(=O)N1CCCCC1
→ 3% | -4
COc1ccc(-n2c(SCC(=O)NCc3ccco3)nnc2-c2c[nH]c3ccccc23)cc1
→ ? | .
CC(C)c1ccc(-n2nnnc2SCC(=O)NC2CC2)cc1
→ ? | .
COC(=O)/C=C1\C(=O)N(c2nc3ccc(OC)cc3s2)C(=S)N1c1ccc(F)cc1
→ ? | .
COCCN(C(=O)COc1ccc(Cl)cc1)c1nnc(-c2cccnc2)s1
→ 14% | 8
CCCCOCCCNS(=O)(=O)Cc1ccccc1
→ 8% | 15
CCOC(=O)c1sc(NC(=O)CSc2nnc(-c3ccc(OC)cc3)n2CCOC)nc1C
→ -16% | -11
Cc1ccc(S(=O)(=O)N(Cc2ccccc2)C(C)C)cc1
→ ? | .
O=C(c1ccco1)N1CCN(c2nnc(-c3ccccc3)c3ccccc23)CC1
→ ? | .
O=C(c1ccc(Cl)c(S(=O)(=O)N2CCOCC2)c1)N1CCN(c2ccccc2F)CC1
→ 6% | -3
CCN(C(=O)Cc1cccs1)c1nnc(-c2cccnc2)s1
→ ? | .
CC(=O)N1CCN(Cc2nc3cc([N+](=O)[O-])ccc3n2C)CC1
→ 6% | 0

Returning to the listing, repeating the 2 entries before the break.
CCN(C(=O)Cc1cccs1)c1nnc(-c2cccnc2)s1
  Lipid storage S3: ?	Lipid storage S3 cell count max: .

CC(=O)N1CCN(Cc2nc3cc([N+](=O)[O-])ccc3n2C)CC1
  Lipid storage S3: 6%	Lipid storage S3 cell count max: 0

COc1ccc(-c2nnc(SCC(=O)Nc3ncc(C(F)(F)F)cc3Cl)n2CC(C)C)cc1
  Lipid storage S3: ?	Lipid storage S3 cell count max: .

CCOC(=O)C1CCN(CC(=O)c2ccc(O)c(C)c2O)CC1
  Lipid storage S3: i	Lipid storage S3 cell count max: -21

CC(NC(=O)c1ccc(Cl)c(S(=O)(=O)N2CCCCCC2)c1)c1cccnc1 (stereo not given)
  Lipid storage S3: 2%	Lipid storage S3 cell count max: -22

O=C(NC1CCCCCC1)C(=O)NC1CCCC1
  Lipid storage S3: -2%	Lipid storage S3 cell count max: -1

CCOCc1c(C(=O)NC2=Nc3ccccc3NC(CC)=C2C(=O)OCC)oc2ccccc12
  Lipid storage S3: ?	Lipid storage S3 cell count max: .

O=C(Nc1cccc2ncccc12)c1cccc(Br)c1
  Lipid storage S3: ?	Lipid storage S3 cell count max: .

COc1cc(NC(=O)N[C@@H](CCSC)C(=O)O)cc(OC)c1
  Lipid storage S3: ?	Lipid storage S3 cell count max: .

O=C(/C=C/c1ccc(F)cc1)NC(=S)NC1CCCCC1
  Lipid storage S3: 3%	Lipid storage S3 cell count max: 2

Cc1ccc(C(=O)CCC(=O)OCC(=O)Nc2ccc3[nH]c(=O)[nH]c3c2)cc1
  Lipid storage S3: 14%	Lipid storage S3 cell count max: 15

Cc1cc(NC(=O)c2c([N+](=O)[O-])c(C)nn2C)no1
  Lipid storage S3: -3%	Lipid storage S3 cell count max: 1

Cc1ccc(S(=O)(=O)NCC(=O)Nc2ccc3c(c2)OCCO3)cc1
  Lipid storage S3: ?	Lipid storage S3 cell count max: .

COC(=O)c1ccc(NC(=O)CSCC(=O)OCC(=O)c2ccc(Br)cc2)cc1
  Lipid storage S3: 8%	Lipid storage S3 cell count max: 6

CCSCc1nnc(SCC(=O)c2ccc(OC)cc2)n1C
  Lipid storage S3: ?	Lipid storage S3 cell count max: .

COc1cccc(NC(=O)NC(C)C2CC3CCC2C3)c1 (stereo not given)
  Lipid storage S3: -9%[9.22 µM]	Lipid storage S3 cell count max: -17

CN1CCN(C(=S)Nc2cccc(S(=O)(=O)N(C)C)c2)CC1
  Lipid storage S3: ?	Lipid storage S3 cell count max: .

O=C(CN1C(=O)NC(Cc2c[nH]c3ccccc23)C1=O)Nc1ccc(F)c(F)c1F (stereo not given)
  Lipid storage S3: ?	Lipid storage S3 cell count max: .

COc1cccc(N=Cc2c(O)n(-c3cccc(C)n3)c(=O)c3ccccc23)c1
  Lipid storage S3: ?	Lipid storage S3 cell count max: .

C/C(=N\NC(=O)C(c1ccccc1)c1ccccc1)c1ccccn1
  Lipid storage S3: ?	Lipid storage S3 cell count max: .

N#Cc1nc(N2CCCCC2)nc(N2CCOCC2)n1
  Lipid storage S3: ?	Lipid storage S3 cell count max: .

Cc1ccc(N=C2NC(=O)/C(=C\c3cccs3)S2)cc1C
  Lipid storage S3: ?	Lipid storage S3 cell count max: .

CNC(=S)N1N=C(c2ccc(C)cc2)CC1c1ccc(Cl)cc1 (stereo not given)
  Lipid storage S3: ?	Lipid storage S3 cell count max: .

COC(=O)Cn1c(=O)c2c(nc(Br)n2CC(=O)OC)n(C)c1=O
  Lipid storage S3: ?	Lipid storage S3 cell count max: .

CCCN1CNC(=S)N(c2cccc(C)c2)C1
  Lipid storage S3: -13%	Lipid storage S3 cell count max: 7

Cc1cc(C)c(S(=O)(=O)N(C)CC(=O)NCC2CCCO2)c(C)c1 (stereo not given)
  Lipid storage S3: ?	Lipid storage S3 cell count max: .

O=C(c1ccc(-c2ccc(Cl)cc2Cl)o1)N1CCOCC1
  Lipid storage S3: -2%[9.22 µM]	Lipid storage S3 cell count max: 7

CCOC(=O)CSc1nnc(-c2cccnc2)n1Cc1ccccc1
  Lipid storage S3: ?	Lipid storage S3 cell count max: .

O=C(N/C(=C/c1ccc(Br)cc1)C(=O)N1CCOCC1)c1ccco1
  Lipid storage S3: i	Lipid storage S3 cell count max: 6

COc1ccc(NC(=O)c2ccccn2)cc1S(=O)(=O)N1CCOCC1
  Lipid storage S3: -1%	Lipid storage S3 cell count max: 3

O=C(CS(=O)CC(=O)Nc1cnc2ccccc2c1)Nc1ccc(Cl)cc1 (stereo not given)
  Lipid storage S3: ?	Lipid storage S3 cell count max: .

O=C(NN1CC(=O)N(c2cc(Cl)cc(Cl)c2)CC1=O)c1sccc1Cl
  Lipid storage S3: -1%	Lipid storage S3 cell count max: 5

CC1CCCCC1NC(=O)NC(=O)COC(=O)C1=NN(c2ccccc2)C(=O)CC1 (stereo not given)
  Lipid storage S3: ?	Lipid storage S3 cell count max: .

COc1ccc(/C=N/NC(=O)CNC(=O)c2ccc(S(=O)(=O)N3CCOCC3)cc2)c(OC)c1
  Lipid storage S3: ?	Lipid storage S3 cell count max: .

CCc1ccc(NC(=O)COc2coc(CN3CCc4ccccc4C3)cc2=O)cc1
  Lipid storage S3: 7%	Lipid storage S3 cell count max: .

NC(=O)c1cc([N+](=O)[O-])ccc1N1CCN(Cc2ccccc2)CC1
  Lipid storage S3: i	Lipid storage S3 cell count max: -21

COc1ccc(CNc2nc(-c3cccnc3)nn2C(C)=O)cc1
  Lipid storage S3: -5%	Lipid storage S3 cell count max: -13

CCCCC(=O)N1CCN(c2nc3ccc(Cl)cc3s2)CC1
  Lipid storage S3: ?	Lipid storage S3 cell count max: .

CCN(Cc1ccccc1)C(c1ccccn1)c1nnnn1C(C)(C)CC (stereo not given)
  Lipid storage S3: ?	Lipid storage S3 cell count max: .

COc1ccc(S(=O)(=O)NC(CC(=O)NCCc2ccccc2)c2ccco2)cc1 (stereo not given)
  Lipid storage S3: ?	Lipid storage S3 cell count max: .

CN(C)c1ccc(C=NCCc2ccc(S(N)(=O)=O)cc2)cc1
  Lipid storage S3: -8%	Lipid storage S3 cell count max: 1

O=C(Nc1ccccc1)OCN1C(=O)c2ccccc2C1=O
  Lipid storage S3: -5%	Lipid storage S3 cell count max: -4

COc1ccccc1-n1nnnc1SCC(=O)NC(=O)Cc1ccccc1
  Lipid storage S3: ?	Lipid storage S3 cell count max: .

Cc1cc(N2C(=O)[C@@H]3[C@H](C2=O)[C@@H]2C[C@H]3C(Br)C2Br)no1 (stereo not given in full)
  Lipid storage S3: -13%	Lipid storage S3 cell count max: -14

CC12CC(c3ccccc3O1)N(C(=O)c1ccco1)C(=O)N2c1ccccc1 (stereo not given)
  Lipid storage S3: ?	Lipid storage S3 cell count max: .

O=S(=O)(c1ccc(F)cc1)N1CCN(c2nc(-c3cccnc3)nc3ccccc23)CC1
  Lipid storage S3: ?	Lipid storage S3 cell count max: .

CCOC(=O)c1cnn(-c2cc(C)c3ccccc3n2)c1N
  Lipid storage S3: ?	Lipid storage S3 cell count max: .

CCN(CC)S(=O)(=O)c1ccc(/C=C/C(=O)Nc2c(C)n(C)n(-c3ccccc3)c2=O)cc1
  Lipid storage S3: ?	Lipid storage S3 cell count max: .

COc1ccc2c(c1)C(=O)[C@@H](O)[C@H](c1ccc(OC)c(Br)c1)O2
  Lipid storage S3: ?	Lipid storage S3 cell count max: .

Screening results from PubChem.
